# Screens as filed in PubChem BioAssay.
# Salmonella PhoP GFP: PhoP regulon inhibitors, Salmonella typhi PhoP promoter GFP reporter, confirmatory (AID 1850); 0.33% of 310,000 active; Salmonella Typhi PhoP-promoter GFP reporter, fluorescence, 4 h; higher % means a stronger effect; inhibition, % at 50 µM, or IC50 in µM where a hit was titrated; in the data active = a potency from the dose series; inconclusive = inhibition mostly from about 25% at the one dose, without a potency; inactive = the rest, 99 in 100 with inhibition below about 19%;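 note: 0% = induced wells with vehicle and 100% = uninduced wells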
# M. tuberculosis: growth inhibition of non-replicating M. tuberculosis (AID 488890) | Mycobacterium tuberculosis non-replicating, growth inhibition; higher % means a stronger effect | 0.39% of 320,000 active | one-dose inhibition, % at 25 µM; IC50 in µM for titrated hits; in the data active = a potency from the dose series; inconclusive = inhibition mostly from about 82% at the one dose, without a potency; inactive = the rest, 99 in 100 with inhibition below about 76%;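 note: plate controls were DMSO cells for no effect and high antibiotic wells for full effect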
# H1N1 NS1A inhibition: H1N1 influenza NS1A inhibitors, functional cell based assay (AID 504329); 0.3% of 340,000 active; inhibition, % at 12.5 µM; hits with a dose series show IC50 in µM; NS1A functional cell-based assay, percent inhibition; higher % means a stronger effect; in the data active = a potency from the dose series; inconclusive = inhibition above about 27% without an active follow-up result; note: strong numbers were not always called active
# VEEV TC-83 Vero: inhibitors of VEEV TC-83 cytopathic effect, confirmation, Vero cells (AID 588727); Vero cells, VEEV TC-83 cytopathic effect inhibition; higher % means a stronger effect; one-dose inhibition, % at 20 µM; IC50 in µM for titrated hits; 0.13% of 350,000 active; in the data active = a potency from the dose series; inconclusive = inhibition mostly from about 14% at the one dose, without a potency; inactive = the rest, 99 in 100 with inhibition below about 12%; note: strong numbers were not always called active
# M. tuberculosis HTS: M. tuberculosis growth inhibition, HTS (AID 449762); 0.59% of 330,000 active; inhibition, % at 25 µM; hits with a dose series show IC50 in µM; M. tuberculosis H37Rv growth inhibition, 7H9 media; higher % means a stronger effect; in the data active = a potency from the dose series; inconclusive = inhibition above about 70% without an active follow-up result;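 note: bacterial growth assessed after seven days of incubation; strong numbers were not always called active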
# VEEV TC-83 Vero 10K pilot screen: recorded beside VEEV TC-83 Vero, whose call it bears; inhibition, %; measured here: 10K pilot screen inhibition
# * hit, by the source's call; i = inactive; ? = inconclusive; / = no result given.
SMILES,Salmonella PhoP GFP,M. tuberculosis,H1N1 NS1A inhibition,VEEV TC-83 Vero,M. tuberculosis HTS,others
c1ccc(CSc2ccc3nnc(-c4ccccn4)n3n2)cc1,6%,13%,2%,6.4%,5%,
CCCCC(=O)N/N=C/c1c(O)n(CCCC)c(=S)[nH]c1=O,-22%,14%,-17%,1.6%,4%,
COc1ccccc1CCNC(=O)C(=O)NCC1OCCN1S(=O)(=O)c1ccc(Cl)cc1 (stereo unspecified),2%,28%,8%,0.7%,-5%,VEEV TC-83 Vero 10K pilot screen=1.0
Cc1nc(N)c(C#N)c(-c2ccccc2Cl)c1C,4%,-1%,5%,3.1%,4%,
O=C(C1CCN(Cc2ccc(F)cc2)CC1)N1CCN(C/C=C/c2ccccc2)CC1,4%,7%,7%,i,-1%,
CCOC(=O)N1CCN(C(=O)C2CCN(Cc3cccc(OCc4ccccc4)c3)CC2)CC1,-4%,-2%,-8%,0.6%,-6%,
Cc1ccccc1NS(=O)(=O)c1cc2c(cc1C)N(C)CCO2,11%,2%,-2%,0.8%,4%,VEEV TC-83 Vero 10K pilot screen=0.0
O=C(/C=C/c1ncc(C(F)(F)F)cc1Cl)OCc1ccccc1,-5%,47%,5%,3.1%,99%,
CCC(C)(C)C1CCc2[nH]nc(C(=O)N/N=C(\C)c3ccco3)c2C1 (stereo unspecified),1%,53%,15%,1.5%,2%,
CC(=O)NCCC(=O)Nc1ccc(C)c(F)c1,-1%,-19%,16%,0.7%,-8%,
COc1ccc(C2(CNC(=O)c3ccccc3)CCOCC2)cc1,-2%,-1%,/,i,7%,
Cc1nnc(SCc2cnc(-c3ccc(C(C)C)cc3)s2)n1C,25%,51%,0%,i,1%,
Cc1c(C)n(C)c2ccc(C(=O)NCCCN3CCCCC3C)cc12 (stereo unspecified),6%,26%,11%,i,-8%,
O=C(NC1CCCCC1)c1ccc(OC2CCN(Cc3ccccn3)CC2)cc1,-9%,18%,29%,0.5%,0%,
O=c1[nH]c2ccccc2nc1C(Nc1ccccc1)c1ccccc1 (stereo unspecified),3%,2%,-2%,1.8%,0%,
CCCc1ccc(OCCNC(=O)CC)cc1,-12%,21%,-4%,0.9%,-1%,
CC(=O)c1c(OC(=O)c2ccccc2)c2ccccc2n1C,6%,18%,4%,2.7%,?,
COc1cc2c(cc1OC)C(COc1ccc(F)cc1)NCC2 (stereo unspecified),-25%,0%,2%,i,9%,
O=C(O)c1cccc(NS(=O)(=O)c2ccc(Cl)c(C(=O)O)c2)c1,5%,3%,1%,i,-13%,
CCCCNC(=O)N(O)C1N(/N=C/c2ccccc2OC)C(=S)SC1(C)C (stereo unspecified),-1%,3%,2%,0.4%,5%,
CCc1nnc(NC(=O)CSc2nnc3ncccn23)s1,-4%,9%,-8%,1.8%,-1%,
Cc1nn(C)c(C(=O)NC(=S)Nc2ccccc2O)c1Cl,-8%,?,-5%,7.2%,?,
COc1ccc(S(=O)(=O)Nc2cc(C(=O)NCCC(C)C)ccc2N2CCOCC2)cc1,8%,12%,0%,2.0%,-7%,
CCOC(=O)CCC(=O)N(CCN(C(=O)CCC(=O)OCC)c1ccccc1)c1ccccc1,7%,-9%,-8%,i,3%,
CC1CCN(S(=O)(=O)c2cn(CC(=O)N3CC(C)CC(C)C3)c(=O)c3ccccc23)CC1 (stereo unspecified),0%,9%,13%,i,6%,

# Overlap with the part before: 2 entries, then new ones.
SMILES,Salmonella PhoP GFP,M. tuberculosis,H1N1 NS1A inhibition,VEEV TC-83 Vero,M. tuberculosis HTS,others
CCOC(=O)CCC(=O)N(CCN(C(=O)CCC(=O)OCC)c1ccccc1)c1ccccc1,7%,-9%,-8%,i,3%,
CC1CCN(S(=O)(=O)c2cn(CC(=O)N3CC(C)CC(C)C3)c(=O)c3ccccc23)CC1 (stereo unspecified),0%,9%,13%,i,6%,
CC(C)CN1C(=O)/C(=C(/C#N)C(=O)NC2CCCCC2)c2ccccc21,4%,i,8%,25%,-3%,
CC(C)C(C)(C#N)NC(=O)CSc1nc2scc(-c3ccc(F)cc3)c2c(=O)n1Cc1ccccc1 (stereo unspecified),-53%,16%,1%,7.4%,-11%,
COc1ccc(N2CCN(C(=O)CCCCCn3c(=S)[nH]c4cc5c(cc4c3=O)OCO5)CC2)cc1,3%,4%,-5%,1.7%,3%,
CCCc1c(C(=O)Nc2ccc(N3CCOCC3)cc2)cnn1-c1ccccc1,12%,0%,2%,i,-2%,
Cc1cccc(NC(=O)CSc2nc3ccccc3c3nc(CCc4c(C)n[nH]c4C)nn23)c1,-4%,3%,22%,8.4%,0%,
c1ccc(-c2ncc3ccccn23)cc1,3%,14%,-2%,0.7%,-1%,
CCOc1ccc(S(=O)(=O)Nc2cccnc2)cc1,2%,-2%,19%,0.2%,0%,
COc1ccc2nc(SCC(=O)Nc3c(C)cc(C)cc3C)[nH]c2c1,7%,18%,4%,1.7%,-3%,
O=CNc1ccc(S(=O)(=O)NCc2ccccc2)cc1,-6%,-6%,1%,0.4%,0%,
CC(C)C[C@H](NC(=O)C1CCN(S(=O)(=O)c2ccccc2)CC1)C(=O)NCc1ccncc1,-1%,-5%,-7%,0.2%,-10%,
COc1ccccc1-c1ccc(SCc2ccc(C)cc2)nn1,7%,27%,-1%,0.8%,4%,
COC1CCN(C(=O)CC2C(=O)NCCN2CC2CCCCC2)CC1 (stereo unspecified),-3%,7%,-6%,2.0%,-2%,
CCOC(=O)CC1C(=O)NCCN1S(=O)(=O)c1ccc(Cl)cc1 (stereo unspecified),-6%,-2%,-9%,1.2%,11%,
Cc1cccc(CC2SC(N3CCN(c4ccccc4)CC3)=NC2=O)c1 (stereo unspecified),-6%,24%,-3%,2.6%,-10%,
O=C(COC(=O)c1cccs1)NCc1ccc2c(c1)OCO2,-12%,/,6%,0.0%,-10%,
CC(C)(C)OC(=O)NCCCC[C@@H](C(=O)NCCCCCCCCCCC(=O)N1CCN(C(=O)OC(C)(C)C)CC1)n1cc(CCCC(=O)O)nn1,-1%,2%,-7%,1.2%,2%,VEEV TC-83 Vero 10K pilot screen=1.3
CC(=O)Nc1ccc(S(=O)(=O)Oc2ccc(N3C(=O)C4CCCCC4C3=O)cc2)cc1 (stereo unspecified),2%,1%,3%,i,-2%,
CCCCOc1cccc(C(=O)Nc2ccc(NC(=O)c3ccco3)cc2)c1,19%,-3%,-6%,4.0%,0%,
CCOC(=O)Cn1c(C)nc2c(C(=O)OCC)sc(C)c2c1=O,-5%,4%,-23%,i,-5%,
COc1ccc(C(=O)OCC(=O)Nc2ccc3c(c2)OCCO3)c(OC)c1,/,8%,-4%,3.7%,-8%,
CC(NC(=O)/C=C/c1ccc(Br)cc1)c1ccc(Cl)cc1 (stereo unspecified),0%,7%,2%,1.2%,-3%,
O=C(Nc1ccc(F)cc1F)Nc1ccc(F)cc1F,1%,10%,7%,0.5%,6%,
CCC1(c2ccccc2)NC(=O)N(CC(=O)NNC(=O)CCN2CCN(c3ccccc3)CC2)C1=O (stereo unspecified),5%,1%,7%,1.3%,-8%,
CCN(CC)CCNC(=O)C(C(=O)c1ccccc1)n1ccccc1=O (stereo unspecified),22%,-13%,-8%,i,5%,
COc1ccc(S(=O)(=O)n2cnc3ccccc32)cc1OC,-2%,11%,-6%,i,3%,
# More results follow.
SMILES,Salmonella PhoP GFP,M. tuberculosis,H1N1 NS1A inhibition,VEEV TC-83 Vero,M. tuberculosis HTS,others
O=C(N/N=C/c1ccco1)c1csc2c1CCCC2,7%,51%,-3%,i,2%,
COc1cccc(-c2c(-c3cc(OC)cc(OC)c3)n(C)c3ccc(-c4cnc(OC)nc4)cc23)c1,/,-7%,2%,12%,-2%,
O=C(CN1C(=O)NC2(CCCCC2)C1=O)N1CCN(S(=O)(=O)c2cccc([N+](=O)[O-])c2)CC1,/,4%,-3%,i,-4%,
Cc1ccc(C)c(NC(=O)C2C3CCCC2C3c2ccccc2)c1 (stereo unspecified),7%,-1%,5%,1.3%,3%,
CN(C(=O)CSc1nnc(-c2ccc(F)cc2)n1C)C1CCS(=O)(=O)C1 (stereo unspecified),/,-6%,-12%,1.8%,-3%,
O=CN1CCN(S(=O)(=O)c2ccc(Cl)c(C(=O)O)c2)CC1,8%,-3%,0%,i,0%,
CCOc1ccc(CCNC(=O)COC(=O)c2ccc(F)c(S(=O)(=O)N3CCOCC3)c2)cc1OCC,6%,16%,-3%,2.0%,3%,
O=C(COC(=O)c1ccc(O)cc1O)Nc1nnc(-c2ccccc2)o1,0%,-8%,-11%,2.8%,41%,
Cc1nc(C(C)NC(=O)CCc2nnc(CCCc3ccccc3)o2)c(C)s1 (stereo unspecified),-1%,-5%,0%,i,-15%,
Cc1ccc(F)cc1NCC(=O)Nc1ccc(Br)cc1,2%,56%,8%,0.6%,14%,
O=C(Nc1ccc(O)cc1)C1CCCN1S(=O)(=O)c1ccc(F)cc1 (stereo unspecified),8%,-12%,-2%,i,1%,
COC(=O)c1sc2cc([N+](=O)[O-])cc(SCC(C)C)c2c1N,0%,18%,25%,0.2%,7%,
Cc1cc(/C=C(\C#N)C(=O)O)c(C)n1-c1ccc(Br)cc1,-3%,8%,-8%,i,-6%,
CC1CCCN(S(=O)(=O)CCNC(=O)c2ccccc2)C1 (stereo unspecified),2%,-7%,-12%,1.1%,-3%,
CCNC(=O)n1nccc1C(C)Oc1cccc(C(F)(F)F)c1 (stereo unspecified),4%,36%,-10%,i,-2%,
Cc1nc2c(C(=O)N3CCCC3)cnn2c(C)c1Cc1c(F)cccc1Cl,-1%,10%,-3%,6.8%,-6%,
CNC(=S)/N=C(/Nc1ccccc1)c1ccccc1,9%,2%,-18%,0.3%,-3%,
Cc1ccsc1C(=O)OCC(=O)c1cc(C)n(CC2CCCO2)c1C (stereo unspecified),-13%,2%,-1%,3.3%,-2%,
COc1cc(CNn2nnnc2N)cc(Br)c1OCc1c(Cl)cccc1Cl,-4%,-3%,4%,i,1%,
CC1(NC(=O)Cc2ccc(S(=O)(=O)N3CCOCC3)s2)CCS(=O)(=O)C1 (stereo unspecified),-2%,-11%,13%,0.4%,0%,
CC(Oc1ccccc1)C(=O)N=C1SC2CS(=O)(=O)CC2N1CCc1ccccc1 (stereo unspecified),-14%,-1%,1%,5.7%,-2%,

# Structural class, the compounds so far containing an aryl thioether with sulfur outside any ring (nine)
SMILES,Salmonella PhoP GFP,M. tuberculosis,H1N1 NS1A inhibition,VEEV TC-83 Vero,M. tuberculosis HTS,others
c1ccc(CSc2ccc3nnc(-c4ccccn4)n3n2)cc1,6%,13%,2%,6.4%,5%,
Cc1nnc(SCc2cnc(-c3ccc(C(C)C)cc3)s2)n1C,25%,51%,0%,i,1%,
CCc1nnc(NC(=O)CSc2nnc3ncccn23)s1,-4%,9%,-8%,1.8%,-1%,
CC(C)C(C)(C#N)NC(=O)CSc1nc2scc(-c3ccc(F)cc3)c2c(=O)n1Cc1ccccc1 (stereo unspecified),-53%,16%,1%,7.4%,-11%,
Cc1cccc(NC(=O)CSc2nc3ccccc3c3nc(CCc4c(C)n[nH]c4C)nn23)c1,-4%,3%,22%,8.4%,0%,
COc1ccc2nc(SCC(=O)Nc3c(C)cc(C)cc3C)[nH]c2c1,7%,18%,4%,1.7%,-3%,
COc1ccccc1-c1ccc(SCc2ccc(C)cc2)nn1,7%,27%,-1%,0.8%,4%,
CN(C(=O)CSc1nnc(-c2ccc(F)cc2)n1C)C1CCS(=O)(=O)C1 (stereo unspecified),/,-6%,-12%,1.8%,-3%,
COC(=O)c1sc2cc([N+](=O)[O-])cc(SCC(C)C)c2c1N,0%,18%,25%,0.2%,7%,
